# TDP-43 yeast inh: TDP-43 toxicity inhibition in yeast. TDP-43 expressing yeast growth rescue, BacTiter-Glo, 24 h. AID 652104. actives 1.8% (n = 410,000). Potency, µM (series often up to 46.1 µM), for the others: at the top dose growth rescue (activation), actives largely listed as activators; note: potency is the fitted concentration of half-maximal effect; % of control where 0% means no effect; nearly all actives have a fitted effect of over 50% in size
#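 Readout is BacTiter-Glo luminescence of cell growth, so inhibitors register as activators. TDP-43-expressing yeast at OD600=0.02 in galactose medium, after raffinose pregrowth to mid-log, were incubated with compound for 24 hr at 30 deg C.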
# D3 ag: D3 dopamine receptor (human) agonism. P35462. D3R DiscoveRx beta-arrestin cells, luminescence, 90 min. max activation, %. actives 0.58% (n = 410,000). AID 652048; in the data active = max activation above about 30%; note: 0% is about no effect; mostly tested at two doses, the higher about 12 µM
# Target sequence (P35462 whole entry, looked up): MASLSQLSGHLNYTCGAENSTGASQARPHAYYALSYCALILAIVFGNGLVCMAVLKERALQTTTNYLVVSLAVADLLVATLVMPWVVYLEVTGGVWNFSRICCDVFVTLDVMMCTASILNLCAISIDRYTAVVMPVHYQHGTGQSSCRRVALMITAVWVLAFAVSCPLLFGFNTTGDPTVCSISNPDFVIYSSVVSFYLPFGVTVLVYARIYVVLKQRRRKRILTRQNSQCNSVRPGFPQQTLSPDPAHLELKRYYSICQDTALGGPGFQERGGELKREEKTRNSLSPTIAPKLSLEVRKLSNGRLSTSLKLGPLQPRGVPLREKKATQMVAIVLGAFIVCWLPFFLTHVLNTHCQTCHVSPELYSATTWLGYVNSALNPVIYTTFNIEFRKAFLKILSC
#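 Agonist-mode cell screen: cells plated at 1500/well and incubated overnight at 37 °C, then exposed to library compounds for 90 min at 37 °C. Detection reagent was added for 30–60 min at room temperature, and luminescence was read.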
# Abeta rescue: restores growth of yeast expressing A-beta42 peptide | yeast expressing A-beta42, growth rescue, OD600, 48 h; response scale: 0% DMSO, 100% iron-clioquinol control | actives 0.063% (n = 410,000) | AID 1347071 | Potency, µM (doses to about 46.1 µM), for inactives: at the top dose growth rescue, most hits filed as activators; note: potency is the fitted concentration of half-maximal effect; nearly all actives have a fitted effect of over 55% in size
#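 Yeast A-beta toxicity model in growth medium with pinned compounds, 48 h at 30 C; growth read as absorbance at 600 nm. Normalized to FeCl3/clioquinol equimolar mix (positive) and DMSO (negative).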
# EPAC2 antag: blocks human EPAC2 exchange factor; Q8WZA2; EPAC2 GEF exchange of Rap1B-BODIPY-GDP, fluorescence; Potency, µM (titrated, usually from 114 µM), without a hit: top-dose activity, negative = inhibition, usual class: inhibitors; actives 0.18% (n = 360,000); note: potency is the fitted concentration of half-maximal effect; % is set by controls: 0 for no effect and ±100 for the full control effect; nearly all actives have a fitted effect of over 45% in size; many of its hits are not listed in these tables
# FUS suppressor: rescues growth of FUS-expressing yeast. S. cerevisiae FUS-expressing, growth rescue, OD600, 24 h. Potency, µM (top dose mostly 76.6 µM), without a hit: top-dose growth rescue (activation), usual class: activators. actives 0.24% (n = 390,000). AID 1347120;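 note: potency is the fitted concentration of half-maximal effect; plate controls were DMSO vehicle for no effect and reference control for full effect; nearly all actives have a fitted effect of over 55% in size; some results filed as inactive show a strong effect at the top dose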
#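 Restored growth of FUS-toxic S. cerevisiae, read as 600 nm absorbance after 24 h at 30C in galactose medium (starting OD 0.005). Controls CP55940 and DMSO.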
# aSyn yeast inh: rescues yeast growth from alpha-synuclein toxicity | Yeast expressing alpha-synuclein, growth rescue, BacTiter-Glo, 24 h | Potency, µM (top dose mostly 46.1 µM), for the others: top-dose growth rescue (activation), most hits filed as activators | actives 0.14% (n = 370,000); note: potency is the fitted concentration of half-maximal effect; % of control where 0% means no effect; nearly all actives have a fitted effect of over 65% in size
#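 Screening used galactose-induced yeast with toxic alpha-synuclein levels, exposed to compound for 24 hr at 30 deg C. Cell growth, read with BacTiter-Glo luminescence, gave the measured signal.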
# EPAC2 ag: EPAC2 (human) agonism; Q8WZA2; actives 0.079% (n = 360,000); Potency, µM (titrated, usually from 154 µM), for the others: at the top dose activation, most hits filed as activators; EPAC2 activation, biochemical qHTS; response scale: 100% = 6.5 mM cAMP response; AID 720711; note: potency is the fitted concentration of half-maximal effect; nearly all actives have a fitted effect of over 50% in size
#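 Guanine nucleotide exchange by EPAC2 is measured as reduced fluorescence of BODIPY-GDP once it is released from 250 nM Rap1B. Plates are read kinetically for 30 min at room temperature; results are scaled to 6.5 mM cAMP.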
# DRD3 antagonist: D3 dopamine receptor (human) antagonism; max response, negative = inhibition, %; D3R cells, DiscoveRx beta-arrestin luminescence, antagonist mode; hits give low values; actives 2.5% (n = 360,000); in the data active = max response below about -50%; inconclusive = no clear call, values can overlap the other calls; note: % is set by controls: 0 for no effect and ±100 for the full control effect; mostly tested at two doses, the higher about 12 µM
#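 Cells plated overnight at 1500 cells/well, then exposed to library compounds with dopamine controls for 90 minutes at 37 degrees C. DiscoveRx reagent added for 30–60 minutes at room temperature; luminescence read, quantitative HTS format.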
# Active calls of the source: *; ? = inconclusive; · = no result given; & = joins results of further samples; [ ] = another dose, or the depositor's remark. Unless noted, calls come from the whole dose curve; as a rule, active = well fitted curve in the direction sought with a large enough effect; inconclusive = small, poorly fitted or top-dose-only effect, or another doubt; inactive = no such curve, though single readings can be large; an effect the other way counts as inactive or inconclusive.
structure,Abeta rescue,EPAC2 ag,DRD3 antagonist,FUS suppressor,EPAC2 antag,aSyn yeast inh,D3 ag,TDP-43 yeast inh
Cc1ccc(O)c(-c2cc(-c3cccc(F)c3)n[nH]2)c1,-73.4%[inhibitor],-1.8%,24.6,7.1%,-17.0%,15.9%,-1.4,?
CCOC(=O)c1ccc(NC(=O)CCC(=O)N2Cc3ccccc3Oc3ncccc32)cc1,-7.3%,·,·,29.3%,·,·,-12.0,10.4%
COc1ccc2c(c1)C(C)=CC(C)(C)N2C(=O)Nc1ccccc1,-2.9%,-13.3%,3.6,12.0%,-4.5%,1.7%,-5.6,8.3%
NC(=O)c1ncn([C@@H]2O[C@H](CNCc3ccc(OCC(=O)Nc4ccccn4)cc3)[C@@H](O)[C@H]2O)n1,4.2%,7.6%,7.0,-25.9%,4.1%,-1.8%,-22.0,-0.9%
Cc1onc(-c2ccccc2Cl)c1C(=O)N(C)CC(=O)Nc1ccc(F)c(F)c1F,17.9%,13.3%,-9.3,5.8%,-4.1%,2.2%,0.5,26.9%
CCC(C)c1ccc(NC(=O)C2CCCN(c3ncccn3)C2)cc1 (stereo unspecified),5.2%,-19.9%,-3.1,14.1%,17.5%,·,4.0,12.6µM*
Cc1ccnc(NC(=O)CSc2ccc3c(c2)OCCO3)c1,-10.2%,1.1%,0.6,·,14.1%,2.7%,-4.6,7.0%
COc1ccc(Cc2nc3c([nH]2)c(=O)n(C)c(=O)n3C)cc1OC,-10.2%,3.1%,5.9,12.6%,-11.0%,-2.9%,-6.9,-9.9%
CCCc1cc(=O)oc2cc(C)cc(OCC(=O)NC(Cc3ccc(Cl)cc3)C(=O)O)c12 (stereo unspecified),-7.5%,2.5%,-7.6,12.5%,-22.5%,-1.9%,-5.9,6.0%
CCc1nnc(NC(=O)[C@@H](NC(=O)c2cc(OC)cc(OC)c2)C(C)C)s1,-4.8%,13.8%,-18.2,·,-6.8%,-0.6%,-10.8,-9.0%
O=C(C[n+]1ccccc1)N/N=C/c1ccccc1[N+](=O)[O-],-7.4%,19.5%,-6.4,19.9%,3.6%,-1.1%,-6.9,11.5%
CCOc1ccccc1NC(=O)NC(=O)N(C)S(=O)(=O)c1ccc(C)cc1,4.1%,11.0%,3.0,0.6%,3.8%,1.4%,7.3,20.5%
CNc1ccc(-c2cccc(C(C)=O)c2)cn1,-2.3%,14.6%,-10.7,-27.2%,-3.6%,-0.4%,-6.2,17.0%
CCOC(=O)N1CCN(S(=O)(=O)N2CCCC(C(=O)NCc3cc(Br)ccc3OC)C2)CC1 (stereo unspecified),-1.3%&2.6%,-2.9%,29.6,?,-12.3%,6.9%,0.1&9.8,-4.0%&11.8%
CC(=O)Nc1ccc(S(=O)(=O)NCCc2ccccc2)cc1,5.0%,2.8%,43.5,12.6%,-0.4%,1.4%,-10.0,-14.0%
COc1cc(C)c(C)cc1S(=O)(=O)N1CCN(Cc2ccc3c(c2)OCO3)CC1,19.2%,24.7%,-54.5*,-7.3%,-8.2%,-0.9%,-16.2,5.2%
COC(=O)[C@@]1(Cc2ccc(F)cc2)[C@H]2C(CC(=O)C(=O)N3CCCC3)C(=O)C[C@H]2CN1C(=O)c1ccccc1 (stereo partly specified),5.5%,10.3%,14.4,38.5%,4.2%,5.7%,3.3,0.0%
CCc1nc(N2CCN(Cc3ccc4c(c3)OCO4)CC2)c2oc3ccccc3c2n1,5.2%,10.4%,-26.9,2.9%,-1.1%,·,-9.9,1.3%
Cc1ccc(OCC(O)Cn2c(=N)n(CCN3CCCCC3)c3ccccc32)cc1 (stereo unspecified),-0.1%&-37.9%,-1.2%,-63.1*,11.1%&-7.9%,-2.3%[57.1 µM],-4.7%,-10.4&-13.7,-13.0%&10.3%
CN1CCN(c2nc(-c3ccc(Cl)cc3)nc3ccccc23)CC1,-13.9%,8.8%,-60.7*,17.2%,-0.8%,5.0%,-31.2,6.6%
Cc1csc2nc(COC(=O)c3ccccc3NC(=O)COc3ccccc3F)cc(=O)n12,-5.9%,·,·,4.9%,·,·,6.0,21.5%
CN(C(=S)Nc1ccc(SC(F)F)cc1)c1ccc(O)cc1,-0.2%,0.8%,-17.2,28.1%,-1.9%,-1.2%,-6.4,6.1%
COCCN1C[C@@H](CO)O[C@@H](n2cnc3c(NC4CCC4)ncnc32)C1,-14.4%,9.7%,3.4,-23.6%,5.2%,0.2%,5.9,17.9%
CC(C)OCCCn1c(SCc2ccccc2Cl)nc2c(sc3ccccc32)c1=O,-6.3%,·,·,-21.4%,·,·,-4.4,-8.0%
COc1cccc(OC)c1C(=O)N1CCN(C(=O)c2ccc(-c3ccccc3)cc2)CC1,10.2%,8.7%,-4.2,22.4%,-4.3%,6.8%,-2.9,5.1%
COc1ccc(-c2ccc(CN3C(C)C(=O)N(Cc4cn(CC5CCCCC5)nn4)CCS3(=O)=O)cc2)cc1 (stereo unspecified),7.2%,0.8%,-5.0,40.6%,-2.7%,12.9%,7.9,17.8%
CC(C)Oc1cc(S(=O)(=O)N2CCCCC2)ccc1N,13.0%,5.4%,-21.1,21.4%,-4.5%,10.8%,0.4,1.9%
COC(=O)c1ccc2nc(-c3ccccc3)c(Cc3ccc(OC)cc3C)n2c1,4.6%,15.1%,-9.4,21.4%,-20.0%,5.6%,-8.6,23.8%
CCN(CC(=O)NCc1ccc(Cl)cc1)C(=O)CCc1ccccc1O,-4.4%,11.3%,-3.6,-13.5%,-16.2%,0.7%,-5.5,-21.5%
CC(=O)c1ccc(N2CCN(CCC#N)CC2)c(F)c1,-14.3%,0.4%,-4.5,-18.0%,-4.5%,-2.4%,-2.5,-0.4%
CN1C(=O)CSc2ccc(NC(=O)NCCC3=CCCCC3)cc21,16.0%,13.9%,-15.4,18.5%,-4.8%,0.0%,-17.2,-0.3%
COC(=O)c1ccccc1NC(=O)Cn1c(=O)n(CCCCC(=O)NCc2ccc3c(c2)OCO3)c(=O)c2ccccc21,4.5%,·,·,3.7%,·,·,4.1,28.4%
CN(c1cccc(NC(=O)c2ccc(CN3CCc4ccccc4C3)cc2)c1)S(C)(=O)=O,-4.6%,5.8%,-69.7*,-21.4%,-12.5%,3.4%,-24.2,11.8%
COc1ccc(-c2nnc(SCC(=O)NC3CC3)o2)cc1,4.0%,-2.0%,11.8,-7.9%,-0.4%,-6.3%,-1.3,4.2%
O=C(CSc1nnc(C2COc3ccccc3O2)o1)N1CCOCC1 (stereo unspecified),21.0%[9.22 µM],2.9%,0.0,?,3.5%,-13.2%,-3.7,2.8%
COc1cnc(-c2ccccn2)nc1Sc1ccc(F)cc1,10µM*,7.0%,0.0,20.0%,-29.1%,8.6%,-11.5,-19.4%
Cc1cc(NC(=O)Cn2nnc(-c3ccccc3NC(=O)c3ccccc3F)n2)no1,-16.3%,3.1%,5.3,19.3%,5.6%,2.9%,0.5,18.1%
CCOCc1c(C(=O)NCC(c2ccco2)N2CCCC2)oc2ccccc12 (stereo unspecified),-7.4%,9.6%,-28.2,7.0%,2.4%,-1.8%,-19.8,0.8%
CCNC(=O)C1(C)CCN(C(=O)c2c(F)cccc2F)C1 (stereo unspecified),1.6%,3.3%,-1.0,-22.6%,-16.3%,-4.4%,7.8,19.2%
Cn1nc(C(=O)NC2CCCCC2)c2c1-c1ccccc1S(=O)(=O)C2,-2.3%,8.0%,-13.6,-11.7%,-2.1%,-9.8%,1.5,3.0%
Cc1ccccc1-c1nsc(SCC(=O)Nc2ccc3c(c2)OCO3)n1,-17.6%,-5.0%,-2.6,0.9%,-2.1%,-2.7%,1.8,9.4%
Cc1cc(C)cc(N(CCC#N)C(=O)COC(=O)C2CCN(c3ccc(C(F)(F)F)cn3)CC2)c1,16.1%,2.0%,19.2,34.5%,-20.3%,8.5%,1.0,18.1%
CN(Cc1cccs1)CC(O)COCc1ccco1 (stereo unspecified),-7.5%,3.2%,-19.7,3.2%,-4.5%,-11.0%,-3.3,-4.0%
COc1ccc2nc(C)c(C(=O)NN)cc2c1,-4.8%,10.2%,0.6,·,-5.9%,-1.0%,-3.7,-5.0%
Cc1nc2ccccc2c2c1C(=O)N(Cc1cccnc1)C2=O,-4.9%,-12.4%,6.6,23.7%,6.3%,0.3%,-13.8,-24.2%
O=C(Nc1ccc2c(c1)OCCO2)NC12CC3CC(CC(C3)C1)C2,1.3%,4.4%,13.7,6.3%,-0.7%,9.9%,1.6,?
CCOc1cc(CNc2ncn[nH]2)ccc1OCC(=O)NC(C)(C)C,-7.9%,10.0%,-15.2,3.3%,-4.9%,-2.2%,-8.1,17.5%[9.22 µM]
CCNC(=S)N(CCO)Cc1cc2cc3c(cc2[nH]c1=O)OCO3,-17.8%,0.7%,-10.9,-8.0%,4.6%,-6.0%,13.9,-0.2%
CCOC(=O)C1=C(C)Nc2nc(SCc3cccnc3)nn2C1c1ccc(OC)cc1 (stereo unspecified),-5.6%,-2.9%,-18.3,-4.7%,-14.5%,-11.9%,-0.5,3.8%
CC(=O)Nc1ccc(S(=O)(=O)N(C)CC(=O)OCC(=O)c2ccc[nH]2)cc1,-5.6%,2.0%,-6.3,·,-0.5%,-12.0%,2.0,10.3%
COCCN(C(=O)COC(=O)C1CCC(C(C)(C)C)CC1)c1c(N)n(Cc2ccccc2)c(=O)[nH]c1=O (stereo unspecified),23.9%,-13.2%,7.8,?,4.3%,0.0%,2.6,?
COc1cc(C2CC(=O)Nc3c2c(=O)n(C)c(=O)n3C)cc(OC)c1OC (stereo unspecified),-4.3%,·,·,8.8%,·,·,1.8,6.4%

# Part of the list above in order of SMILES length, low to high.
structure,Abeta rescue,EPAC2 ag,DRD3 antagonist,FUS suppressor,EPAC2 antag,aSyn yeast inh,D3 ag,TDP-43 yeast inh
CN(Cc1cccs1)CC(O)COCc1ccco1 (stereo unspecified),-7.5%,3.2%,-19.7,3.2%,-4.5%,-11.0%,-3.3,-4.0%
CCOC(=O)C1=C(C)Nc2nc(SCc3cccnc3)nn2C1c1ccc(OC)cc1 (stereo unspecified),-5.6%,-2.9%,-18.3,-4.7%,-14.5%,-11.9%,-0.5,3.8%
COC(=O)c1ccccc1NC(=O)Cn1c(=O)n(CCCCC(=O)NCc2ccc3c(c2)OCO3)c(=O)c2ccccc21,4.5%,·,·,3.7%,·,·,4.1,28.4%

# Screening results as filed in PubChem.

# Some of the compounds tested (hit frequency here may not be typical).
